Bioassay records: PubChem BioAssay, Sanford-Burnham Center for Chemical Genomics
CCR6 antagonist – CCR6 receptor antagonists, primary screen, cell-based, CHO-K1, luminescence, beta-arrestin, uHTS; C-C chemokine receptor type 6 (Homo sapiens), P51684; CHO-K1 CCR6 PathHunter beta-arrestin, CCL20-stimulated; inhibition, % at 20 µM; 0.49% of 340,000 active;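 active = compounds whose inhibition of the agonist-driven luminescence signal at 20 µM reaches about 50%, limit read from the data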;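 also: cells stimulated with CCL20 at 14 nM final; plate controls were DMSO with CCL20 for no effect and DMSO without agonist for full effect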
Target sequence (P51684 whole entry, looked up): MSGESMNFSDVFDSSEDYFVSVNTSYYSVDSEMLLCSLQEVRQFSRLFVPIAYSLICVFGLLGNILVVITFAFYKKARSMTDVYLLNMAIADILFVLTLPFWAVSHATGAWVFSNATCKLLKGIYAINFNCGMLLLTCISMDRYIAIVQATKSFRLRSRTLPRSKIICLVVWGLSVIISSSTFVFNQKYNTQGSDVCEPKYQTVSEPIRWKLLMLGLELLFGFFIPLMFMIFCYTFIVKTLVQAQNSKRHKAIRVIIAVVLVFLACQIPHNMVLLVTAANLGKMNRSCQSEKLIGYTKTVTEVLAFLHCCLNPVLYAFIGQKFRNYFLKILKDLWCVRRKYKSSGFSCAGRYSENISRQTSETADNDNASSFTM
EBI2 block – EBI2 receptor antagonists, beta-arrestin recruitment, primary screen, cell-based, luminescence, 7a,25-OHC stimulation, uHTS. 7a,25-OHC stimulated. G-protein coupled receptor 183 (Homo sapiens), P32249. 0.81% of 360,000 active. inhibition, % at 5 µM; in the data active = inhibition above about 38%;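 also: enzyme fragment complementation signal reports receptor beta-arrestin coupling in cells; 0% = agonist plus DMSO wells and 100% = wells without agonist; some results beyond the cut were filed as inactive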
Target sequence (P32249 whole entry, looked up, the tested form may be a part): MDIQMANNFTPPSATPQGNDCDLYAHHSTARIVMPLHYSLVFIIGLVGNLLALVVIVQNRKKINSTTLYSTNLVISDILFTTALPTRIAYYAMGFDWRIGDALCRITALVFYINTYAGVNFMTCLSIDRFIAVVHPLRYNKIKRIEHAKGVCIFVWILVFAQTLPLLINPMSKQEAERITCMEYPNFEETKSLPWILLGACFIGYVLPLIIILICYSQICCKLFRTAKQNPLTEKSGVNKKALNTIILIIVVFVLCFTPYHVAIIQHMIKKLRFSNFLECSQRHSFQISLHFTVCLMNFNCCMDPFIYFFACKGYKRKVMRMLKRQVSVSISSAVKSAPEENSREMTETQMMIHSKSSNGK
697 NFkB inh – inhibitors of PMA/ionomycin-induced NF-kB reporter, 697 cells, primary screen, B-cell NF-kB inhibitor project, cell-based, luminescence, uHTS; 697 B-cell NF-kB luciferase reporter, 16 h; inhibition, % at 4 µM; 0.33% of 330,000 active; AID 435022, 2010; in the data active = inhibition above about 35%
Gli-Sufu antag – Gli-Sufu pathway antagonists, primary screen, luciferase luminescence, Sufu-KO-LIGHT cells, uHTS | 0.74% of 340,000 active | Sufu-KO-LIGHT fibroblasts, Gli luciferase reporter luminescence | inhibition, % at 5 µM;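 active = inhibition above about 55%, limit read from the data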;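 also: 0% = DMSO-treated cells and 100% = wells with medium but no cells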
UPR XBP1 act – activators of adaptive XBP1 UPR arm, primary screen, cell-based, CHO-XBP1 luciferase reporter, luminescence, uHTS | 0.33% of 330,000 active | activation, % at 20 µM | IRE1-XBP1 UPR activation; percent of tunicamycin response, DMSO as zero;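 active = versus positive control, 20 µM dose yields 30% or more activation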;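 also: 100% = tunicamycin at 10 µg/mL and 0% = DMSO only wells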
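Material: CHO-XBP1 cells stably carrying IRE1-XBP1-driven luciferase reporter / Amount: 1000 cells per well / Compound: 20 µM, 1% DMSO / Times: 6 h treatment, 37 °C / Detection: luciferase luminescence / Measure: % activation of reporter signal versus tunicamycin and DMSO controls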
Mdm2-MdmX inh – inhibitors of human Mdm2-MdmX association, primary screen, cell-based, luminescence, split luciferase, SaOS-2, uHTS. SaOS-2 split-luciferase Mdm2/MdmX complementation. inhibition, % at 8 µM. 3% of 330,000 active;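 active = inhibition of at least 50% at 8 µM in the primary screen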
CHOP UPR activ – activators of apoptotic CHOP UPR arm, primary screen, cell-based, CHO-CHOP luciferase reporter, luminescence, uHTS; UPR activation; percent of tunicamycin response over DMSO baseline; activation, % at 10 µM; 0.34% of 330,000 active;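 active = at 10 µM dose, activation of 40% or more, normalized to positive control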;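 also: 100% = tunicamycin at 10 µg/mL and 0% = DMSO alone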
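System: CHO CHOP reporter cells. Amount: 500 cells per well. Buffer or medium: F12 medium, 10% FBS. Compound dosing: one dose, 10 µM in 0.5% DMSO. Incubation: 6 h compound exposure at 37 °C after overnight seeding. Technique: Steady-Glo luciferase luminescence. Benchmarks: tunicamycin and DMSO controls.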
Jurkat NFkB inh – inhibitors of induced NF-kB luciferase reporter, primary screen, TCR NF-kB activation inhibitor project, cell-based, luminescence, uHTS. 0.53% of 330,000 active. inhibition, % at 4 µM. Jurkat, PMA/ionomycin-induced NF-kB luciferase reporter; in the data active = inhibition above about 50%
CXCR6 inh – CXCR6 receptor inhibitors, primary screen, cell-based, beta-arrestin, luminescence, CHO-K1 PathHunter, 1536-well; 0.36% of 360,000 active; AID 602244, 2012; C-X-C chemokine receptor type 6 (Homo sapiens), O00574; inhibition, % at 20 µM; in the data active = inhibition above about 34%, passing the limit was not always enough;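 also: antagonist mode with CXCL16 agonist at 10 nM final; 0% = 10 nM CXCL16 with DMSO and 100% = unstimulated wells without agonist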
Target sequence (O00574 whole entry, looked up): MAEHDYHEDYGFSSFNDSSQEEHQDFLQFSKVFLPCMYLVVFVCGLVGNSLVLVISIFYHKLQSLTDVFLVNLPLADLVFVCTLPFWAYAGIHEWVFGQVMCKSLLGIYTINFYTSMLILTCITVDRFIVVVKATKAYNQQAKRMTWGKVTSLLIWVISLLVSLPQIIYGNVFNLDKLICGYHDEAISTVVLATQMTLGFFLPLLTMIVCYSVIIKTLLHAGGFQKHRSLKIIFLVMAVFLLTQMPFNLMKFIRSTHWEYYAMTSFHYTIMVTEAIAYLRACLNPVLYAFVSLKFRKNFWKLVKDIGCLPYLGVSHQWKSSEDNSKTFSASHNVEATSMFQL
* marks the source's active call; other numbers are inactive results; nt = no result given. Compounds as they come. About 5% of those tested had a hit in this group.

SMILES | CCR6 antagonist | EBI2 block | 697 NFkB inh | Gli-Sufu antag | UPR XBP1 act | Mdm2-MdmX inh | CHOP UPR activ | Jurkat NFkB inh | CXCR6 inh
COc1ccc(S(=O)(=O)Nc2cccc3c2O[C@H](CN(C)Cc2ccc(-c4ccccc4)cc2)[C@@H](C)CN([C@H](C)CO)C3=O)cc1 | -2 | -4 | 2 | 15 | 2 | 30 | 0.5 | -11 | 0
CCCC1=NN(c2ccc([N+](=O)[O-])cc2)C(=O)/C1=C\N(C)C | -9 | -6 | -8 | -4 | -4 | -9 | 1.6 | -3 | 10
CC(=O)Nc1ccn(-c2ccccc2)n1 | 1 | 4 | -9 | -13 | -2 | -9 | 1.6 | -18 | 8
O=C(CCC(=O)N1CCSc2ccccc21)NCCc1ccccc1 | -1 | -1 | -8 | -3 | -3 | 9 | 0.2 | 5 | 2
Cc1cc(NC(=O)CC(C)C)c(=O)n(Cc2c(F)cccc2Cl)c1 | 9 | 2 | 5 | -5 | -3 | 7 | 0.8 | 15 | -5
COc1ccc(NC(=O)Cc2ccc(C)cc2)c([N+](=O)[O-])c1 | -15 | -3 | nt | -4 | nt | nt | nt | nt | -7
CN(C(=O)COC(=O)c1cccc(Cl)c1)C1CCS(=O)(=O)C1 (stereo unspecified) | -2 | 2 | -3 | 0 | 2 | 24 | -0.4 | 5 | 2
COc1ccc(NC(=S)NCCc2ccc(F)cc2)c(OC)c1 | 13 | -14 | 5 | -7 | -1 | -7 | -0.6 | 4 | 2
CSCc1ccc(C(=O)NC(C)c2cnn(-c3ccccn3)c2C)o1 (stereo unspecified) | -2 | -5 | -14 | -8 | -6 | -10 | 3.0 | -16 | -11
CCCCn1c(=O)n(CC(=O)NCc2ccc(C)cc2)c(=O)c2c1nc(CO)n2CCC | 4 | 5 | 11 | 3 | 3 | -11 | -1.6 | 12 | -3

Entries of single compounds from above. Values in the order: CCR6 antagonist, EBI2 block, 697 NFkB inh, Gli-Sufu antag, UPR XBP1 act, Mdm2-MdmX inh, CHOP UPR activ, Jurkat NFkB inh, CXCR6 inh
Profile of CCCCn1c(=O)n(CC(=O)NCc2ccc(C)cc2)c(=O)c2c1nc(CO)n2CCC : 4, 5, 11, 3, 3, -11, -1.6, 12, -3
Profile of COc1ccc(S(=O)(=O)Nc2cccc3c2O[C@H](CN(C)Cc2ccc(-c4ccccc4)cc2)[C@@H](C)CN([C@H](C)CO)C3=O)cc1 : -2, -4, 2, 15, 2, 30, 0.5, -11, 0
Profile of Cc1cc(NC(=O)CC(C)C)c(=O)n(Cc2c(F)cccc2Cl)c1 : 9, 2, 5, -5, -3, 7, 0.8, 15, -5

Following part
SMILES | CCR6 antagonist | EBI2 block | 697 NFkB inh | Gli-Sufu antag | UPR XBP1 act | Mdm2-MdmX inh | CHOP UPR activ | Jurkat NFkB inh | CXCR6 inh
COc1c(F)c(F)c(C(=O)O)c(Nc2ccc(C)cc2C)c1F | 0 | -6 | -1 | -1 | 1 | 9 | 0.3 | -18 | -8
CCOc1ccc(NC(=O)CCn2ccnc2)cc1 | -5 | -5 | -23 | 3 | -5 | -16 | 1.2 | 18 | -12
Cc1cc(NC(=O)CSc2nnc3ccc(-c4ccc(F)cc4)nn23)no1 | 0 | 7 | 3 | -2 | -1 | 23 | 1.6 | 5 | -2
CCCCn1c2ccccc2c2nnc(SCC(=O)NC3=NN=C(c4ccccc4)CS3)nc21 | nt | nt | -2 | nt | 4 | 31 | -1.5 | 10 | nt
CN1CCN(c2ccccc2/C=N/NC(=O)c2cccnc2)CC1 | -8 | -1 | -31 | 66* | -3 | -3 | -0.4 | -27 | 12
N#Cc1ccc(Cn2c(=O)oc3ccccc32)cc1 | 5 | 9 | 6 | 22 | -2 | 20 | 0.5 | -10 | 5
CCCCNC(=O)CS(=O)Cc1nc(-c2ccc(C)cc2)oc1C (stereo unspecified) | 14 | -3 | 6 | 0 | 1 | -13 | -0.3 | 0 | 6
O=C(CN1CCc2ccccc21)NC(=O)NCc1ccccc1 | 7 | 3 | 3 | -5 | -3 | -19 | -1.1 | -4 | 6
COc1ccc(Cl)cc1NC(=O)NCc1ccco1 | 1 | -6 | -2 | -5 | 10 | 15 | -1.5 | -4 | -2
CCOC(=O)c1ccc(NC(=O)C2(c3ccccc3)CCOCC2)cc1 | -3 | -4 | 4 | -3 | 1 | 22 | 0.8 | 1 | 0
COc1ccc(S(=O)(=O)N2CCN(Cc3cccc(OC)c3)CC2)cc1 | 11 | 6 | 10 | 62* | -6 | 3 | 4.8 | 16 | -10
Cc1ccc(NC(=O)c2cnn(-c3ccccc3)c2C)c(C)c1 | 2 | 10 | -111 | -69 | -1 | -40 | 6.9 | -82 | 0
Cc1ccc2cccc(OCC(=O)N3CCc4ccccc43)c2n1 | 3 | -4 | 17 | -5 | 0 | -1 | 2.6 | 12 | -1
COc1cccc(C2=CC(=O)C[C@H](c3ccc4c(c3)OCO4)C2)c1 | 11 | 0 | 5 | -3 | 0 | 19 | 2.5 | 11 | 6
Cc1ccc(C(=O)C(C)Oc2cccc(NC(=O)c3ccco3)c2)cc1 (stereo unspecified) | 6 | -12 | -16 | 3 | -3 | -10 | 2.0 | -7 | -2
CCN1CCN(S(=O)(=O)c2ccc(Cl)c(C(=O)N(C)Cc3ccc(F)cc3)c2)CC1 | 14 | 16 | 11 | 17 | 1 | 3 | 0.8 | -2 | 11
Cc1ccc2nc(SCC(=O)NC3CC3)[nH]c2c1 | 0 | -1 | 3 | -25 | -1 | 13 | 4.4 | -5 | -6
COc1ccc(Nc2nc(Cl)nc(NCCO)n2)cc1 | -4 | -5 | 7 | 0 | 0 | 22 | -0.8 | 12 | -1
COc1cccc(NC(=O)C(Cc2ccccc2)NC(=O)C2CCC(C)CC2)c1 (stereo unspecified) | 6 | 2 | -19 | -12 | 1 | 18 | 6.0 | 17 | 6
CN(C)[C@H]1N(C(=O)c2ccc(Br)cc2)N=C2c3ccccc3S(=O)(=O)N21 | -3 | 4 | -5 | 10 | -4 | 3 | 0.0 | 9 | 4
CCOc1ccc(S(=O)(=O)Nc2ccccc2SC)cc1 | 0 | -2 | -16 | -17 | 1 | 18 | -0.2 | 4 | 7
CC(=O)c1ccc(OCCCC(=O)NC2=NCCS2)cc1 | -6 | -2 | 16 | 15 | -1 | 13 | 0.6 | 22 | -3
COc1c(C)cc(C(=O)C2CCCN(C(=O)c3cc(C4CC4)[nH]n3)C2)cc1C (stereo unspecified) | 1 | 5 | 5 | 2 | -1 | -2 | -0.2 | 8 | 1
CCOc1ccc(N(C(=O)CNC(=O)c2ccco2)C(C(=O)NC2CCCC2)c2ccco2)cc1 (stereo unspecified) | 3 | -4 | 16 | -2 | -5 | 18 | 3.1 | 22 | 2
Cc1cc(C)n(CC(O)COc2ccccc2C(=O)Nc2ccccc2)n1 (stereo unspecified) | -8 | -3 | 14 | -13 | -4 | 17 | -1.7 | 14 | -5
Cn1c(=O)n(Cc2ccc(F)cc2)c(=O)c2c1nc1n2CCN1Cc1ccco1 | -5 | 2 | 1 | -11 | -1 | 30 | -1.7 | 6 | 7
COc1ccc(N2CCN(C(=S)Nc3cc(C)ccc3C)CC2)cc1 | 6 | -2 | -3 | 3 | -4 | 13 | -0.4 | 1 | 0
COc1ccc(-n2c(COc3ccc4ccccc4c3)nnc2SCC(=O)NCc2ccco2)cc1 | 14 | 33 | 9 | 4 | -3 | 15 | 0.2 | -6 | 9
CCC(=O)Nc1ccc(N2CCOCC2)c(S(=O)(=O)Nc2ccc(OC)cc2)c1 | -18 | -6 | 0 | 3 | -2 | 10 | 0.7 | -13 | -4
Cn1c(=O)c2c(ncn2CC(=O)Nc2nc3ccc(F)cc3s2)n(C)c1=O | -7 | -2 | -29 | 2 | 1 | -30 | 2.7 | -7 | 4
CCC(c1nnc(SCC(=O)N2CCOCC2)n1C1CCCCC1)N(C)C (stereo unspecified) | 0 | -7 | 19 | -6 | 0 | 3 | -1.3 | 13 | 2
COc1cccc(CN2CCN(c3ccc(F)cc3)C2=O)c1 | 17 | 2 | -13 | 14 | -1 | 5 | 1.2 | 9 | -3
COc1cccc(CNS(=O)(=O)c2ccc3c(c2)N(C)CCO3)c1 | 6 | -3 | -2 | 14 | -1 | 16 | -0.3 | 6 | -6
CN(c1ccccn1)c1ncnc2[nH]ncc12 | 6 | -9 | 19 | 9 | 2 | 15 | 0.5 | -1 | -6
O=C(CSCc1c(Cl)cccc1Cl)Nc1cccnc1 | -8 | -5 | 7 | nt | -2 | 10 | -1.1 | -1 | 0
Cc1cc(C)cc(NC(=O)c2cccc(N3C(=O)C4C5C=CC(C5)C4C3=O)c2)c1 (stereo unspecified) | 2 | 11 | 10 | 0 | -6 | 24 | 1.6 | 0 | -5
C=CCn1c(COc2ccccc2)nnc1SCC(=O)O | 0 | -9 | 11 | -7 | -1 | -7 | -1.1 | 14 | -8
CCOC(=O)c1cc2c(ccn2C)n1CC(=O)N1CCN(c2cccc(C(F)(F)F)c2)CC1 | 12 | 10 | 10 | 4 | 1 | 7 | -2.1 | 7 | 6
O=C1CC(c2ccco2)Cc2nc(N3CCN(Cc4ccc5c(c4)OCO5)CC3)ncc21 (stereo unspecified) | 22 | -2 | -2 | 5 | -3 | 21 | 0.3 | 4 | -7
O=C(Nc1ccncc1)Nc1cccc(F)c1 | -16 | -9 | 14 | -3 | 2 | 35 | 2.8 | 6 | -3
Cc1cc(C(=O)OCC(=O)N2CCCC2)c2ccccc2n1 | 1 | -8 | 12 | -5 | -1 | 9 | -0.5 | 6 | -5
COc1ccc(NC(=O)C/C(C)=N/NC(=O)c2cnccn2)cc1Cl | -3 | -2 | -8 | -36 | 2 | 4 | 0.0 | -13 | -4
O=C(Nc1cc(S(=O)(=O)N2CCOCC2)ccc1N1CCCC1)C1COc2ccccc2O1 (stereo unspecified) | 8 | -1 | 4 | 3 | -4 | 0 | 2.5 | -6 | -8
COc1ccc(C(=O)Nc2ccc3ccccc3c2)c(OC)c1 | 12 | 14 | -280 | -84 | -3 | -123 | 4.2 | -181 | 3
COc1ccc(NC(=O)CC2SC(=Nc3ccccc3)NC2=O)c(OC)c1 (stereo unspecified) | 2 | 0 | 5 | -5 | -2 | 8 | -0.5 | -8 | 10
CCCCCCOc1ccc(N2C(=O)CC(S/C(N)=N/N=C(\C)c3cccs3)C2=O)cc1 (stereo unspecified) | 5 | -11 | -28 | 7 | 0 | 13 | -1.0 | 5 | 5
COc1cc2ncnc(NCc3ccc4c(c3)OCO4)c2cc1OC | 4 | -1 | 7 | 9 | 2 | 25 | 1.4 | 1 | -5
CC1(C)OC(C)(C)/C(=C\c2ccccc2[N+](=O)[O-])C1=O | -2 | -9 | 1 | nt | -4 | 28 | -1.0 | -16 | 6
COc1ccccc1N1CCN(CC(O)COc2ccc(S(=O)(=O)N3CCOCC3)cc2)CC1 (stereo unspecified) | -6 | 3 | -7 | 10 | -3 | 9 | 0.1 | -2 | 3
